PAFAH2 inh: PAFAH2 (human) inhibition. Q99487. recombinant PAFAH2, FP-rhodamine activity probe, fluorescence polarization. inhibition, % at 3.39 µM. 340,000 compounds, 0.99% hits;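 active = inhibition above the mean over all tested compounds plus 3 SD, cut at about 30% in these data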;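 note: inhibitors block probe labeling of enzyme so polarization drops; 0% = enzyme with DMSO and 100% = wells lacking PAFAH2 protein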
ZTA counter: counter-screen for EBNA-1 inhibitors: inhibitors of Epstein-Barr virus ZTA; P03206; ZTA-DNA binding, fluorescence polarization; inhibition, % at 11 µM; 320,000 compounds, 0.15% hits; AID 2234; in the data active = inhibition above about 33%
GSTO1 counter: blocks human GSTO1 in RBBP9 counter-screen; P78417; recombinant GSTO1, activity-based probe fluorescence polarization; inhibition, % at 5.96 µM; 300,000 compounds, 1.1% hits; AID 1974;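 active = inhibition above the campaign mean inhibition plus 3 SD, cut at about 35% in these data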;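 note: 0% = GSTO1-1 with DMSO and 100% = wells lacking GSTO1-1 enzyme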
PREPL inhibitor: inhibits the human prolyl oligopeptidase-like enzyme; inhibition, % at 5.96 µM; 320,000 compounds, 0.68% hits; AID 2751; recombinant PREPL, fluorescence polarization activity-based probe; in the data active = inhibition above about 43%;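 note: 0% = enzyme with DMSO and 100% = wells lacking enzyme; many of its hits are not listed in these tables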
LYPLA1 counter: blocks human lysophospholipase 1, a PME1 counter-screen | O75608 | recombinant LYPLA1, FP-Rh probe fluorescence polarization | inhibition, % at 5.9 µM | 320,000 compounds, 0.16% hits;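 active = inhibition above the mean of all tested compounds plus 3 SD, set per campaign, cut at about 14% in these data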;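 note: inhibitors block serine hydrolase probe labeling of LYPLA1 so polarization falls; 0% = enzyme with DMSO and 100% = wells lacking LYPLA1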
EBNA-1 inhibitor: blocks EBNA-1 binding to DNA | inhibition, % at 14.8 µM | AID 1950 | EBNA-1 DNA binding, fluorescence polarization | 300,000 compounds, 0.34% hits; in the data active = inhibition above about 28%
PAD4 FP inh: blocks human protein arginine deiminase 4. Q9UM07. recombinant PAD4, RCA probe fluorescence polarization. inhibition, % at 6.36 µM. 330,000 compounds, 0.41% hits. AID 485272;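 active = percent inhibition above a cutoff equal to the mean of all tested compounds plus 3 SD, cut at about 15% in these data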;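 note: 0% = PAD4 with RCA probe and DMSO and 100% = probe without PAD4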
Target sequence (Q9UM07 whole entry, looked up): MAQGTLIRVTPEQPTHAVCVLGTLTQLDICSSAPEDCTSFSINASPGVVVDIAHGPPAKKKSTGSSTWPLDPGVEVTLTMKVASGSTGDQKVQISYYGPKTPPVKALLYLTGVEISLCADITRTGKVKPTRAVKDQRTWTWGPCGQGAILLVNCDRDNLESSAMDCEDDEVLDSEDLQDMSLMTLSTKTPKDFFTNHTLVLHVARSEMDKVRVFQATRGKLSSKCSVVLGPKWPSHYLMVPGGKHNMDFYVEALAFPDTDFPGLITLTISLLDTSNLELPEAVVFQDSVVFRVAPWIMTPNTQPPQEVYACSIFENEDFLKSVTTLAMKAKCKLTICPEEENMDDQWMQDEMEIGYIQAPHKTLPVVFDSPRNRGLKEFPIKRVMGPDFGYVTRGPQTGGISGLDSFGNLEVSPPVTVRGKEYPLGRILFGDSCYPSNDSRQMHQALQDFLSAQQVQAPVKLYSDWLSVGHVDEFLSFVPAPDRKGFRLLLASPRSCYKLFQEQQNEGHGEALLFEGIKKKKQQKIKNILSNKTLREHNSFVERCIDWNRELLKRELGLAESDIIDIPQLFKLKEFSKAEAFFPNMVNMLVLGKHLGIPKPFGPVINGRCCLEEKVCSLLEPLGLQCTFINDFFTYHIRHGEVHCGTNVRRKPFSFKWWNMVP
LYPLA2 inh: counter-screen for PME1 inhibitors: inhibitors of human LYPLA2. recombinant LYPLA2, FP-Rh probe fluorescence polarization. 320,000 compounds, 0.38% hits. inhibition, % at 5.9 µM;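 active = inhibition above the screen-wide mean plus 3 SD, limit set per campaign, cut at about 26% in these data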;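 note: 0% = LYPLA2 with DMSO and 100% = wells lacking LYPLA2 enzyme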
Target sequence (O95372 whole entry, looked up): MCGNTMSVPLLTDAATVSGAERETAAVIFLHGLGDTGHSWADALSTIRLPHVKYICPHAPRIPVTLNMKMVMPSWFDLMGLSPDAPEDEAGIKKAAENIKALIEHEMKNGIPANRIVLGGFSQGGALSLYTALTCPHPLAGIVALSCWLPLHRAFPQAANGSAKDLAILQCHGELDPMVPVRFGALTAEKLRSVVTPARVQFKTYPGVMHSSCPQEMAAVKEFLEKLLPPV
PAFAH1B3 FP inh: blocks human PAF acetylhydrolase 1B catalytic subunit 3; inhibition, % at 3.39 µM; recombinant PAFAH1B3, FP-rhodamine probe, fluorescence polarization; 340,000 compounds, 0.28% hits; Q15102;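 active = inhibition above the screen-wide average of all tested compounds plus 3 SD, cut at about 25% in these data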;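 note: 0% = enzyme with DMSO only and 100% = wells lacking PAFAH1B3 protein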
Numbers without * were called inactive; · = not tested or not shown.

compound	PAFAH2 inh	ZTA counter	GSTO1 counter	PREPL inhibitor	LYPLA1 counter	EBNA-1 inhibitor	PAD4 FP inh	LYPLA2 inh	PAFAH1B3 FP inh
NS(=O)(=O)c1ccc(N/N=C/c2cn(-c3ccccc3)nc2-c2ccccc2)c([N+](=O)[O-])c1	6	17	5	3	1	10	-2	4	3
Cc1cccc(/C(N)=N/OC(=O)COc2ccccc2Cl)c1	-3	9	5	2	3	-7	0	6	-4
C/C(=N\Nc1nc(N2CCCCCC2)nc(N2CCCCCC2)n1)c1ccccc1	-6	0	6	13	-4	0	1	1	-1
CCN(C(=O)COc1cccc2cccnc12)C1CCS(=O)(=O)C1 (stereo unspecified)	8	0	21	-14	-4	-4	-8	-3	12
Cc1cc(C)c2c(N=NN3CCCCC3)[nH]nc2n1	-3	-2	6	2	0	-1	-6	2	11
O=C(NNc1cc(C(F)(F)F)nc2ccccc12)Nc1cccc(Cl)c1	-11	-2	-21	-13	-19	3	-2	-14	7
CC(OC(=O)C1CC(=O)N(Cc2ccco2)C1)C(=O)Nc1ccccc1[N+](=O)[O-] (stereo unspecified)	0	-6	·	6	-1	·	1	6	1
Cc1ccc(NC(=O)Cc2ccc([N+](=O)[O-])cc2)c(Br)c1	-3	9	4	5	-7	15	-6	-1	-5
O=c1c2[nH]c3ccccc3c2ncn1CCN1CCCCC1	4	-22	1	-7	1	0	0	-6	-2
Cc1ccc(NC(=O)/C(=C\c2ccc([N+](=O)[O-])cc2)NC(=O)c2ccccc2)cc1	-13	6	-6	-3	-5	-6	-4	-12	-6
COc1ccccc1Cn1c(CO)nc2ccccc21	5	-3	-4	-6	-2	5	2	-6	1
CCCCN(C(=O)C1CCCO1)c1c(N)n(CC(C)C)c(=O)[nH]c1=O (stereo unspecified)	-7	-17	0	-2	-3	-3	2	4	-2
O=C(CNS(=O)(=O)c1cccc(C(F)(F)F)c1)NC1CCCCCC1	-3	·	·	14	·	·	0	·	-7
CCOC(=O)C(=O)Nc1nnc(SCc2ccc(F)cc2)s1	1	-8	4	-15	-3	-4	2	7	-2
COC(=O)COc1cccc2c(=O)n(CC(=O)NCCc3ccccc3)ccc12	2	3	-1	0	3	1	-3	0	4
CC(=O)c1cn(C2OC(CO)C3OC(C)(C)OC32)c(=O)n(C)c1=O (stereo unspecified)	·	4	0	-2	0	3	-1	8	·
Cc1c(Cl)cccc1NC(=O)C(=O)NNC(=O)c1ccccc1F	4	3	2	11	-2	6	0	3	11
Cc1ccc(-c2cn3nc(C)c(C)nc3n2)cc1	-12	-1	2	4	0	0	1	2	6
Nc1nnc(SCC(=O)Nc2cccc3ccccc23)s1	-6	0	-1	-3	-5	-22	-3	-2	0
CC1CCc2c(sc(NC(=O)c3nc4ncccn4n3)c2C#N)C1 (stereo unspecified)	9	-1	9	-2	-4	-10	0	-2	8
O=C(c1ccc(S(=O)(=O)N2CCCCC2)cc1)N1CCN(c2ccccc2)CC1	8	-4	-1	2	-5	2	-4	0	12
CC1(C)CC(=O)C2=C(C1)OC(N)=C(C#N)C2c1cn(-c2ccccc2)nc1-c1ccc(F)cc1 (stereo unspecified)	4	-2	0	0	-2	5	-4	-3	7
CCOC(=O)c1ccccc1NC(=O)C=C(C)C	-7	-26	4	14	2	-3	0	-3	5
CCOc1ccc(C(C)NC(=O)Cc2ccccc2F)cc1OCC (stereo unspecified)	-6	-7	9	-7	2	-8	2	2	9
Cc1ccc(C2c3[nH]c4ccccc4c3C[C@H]3C(=O)N(c4ccccc4C(=O)N4CCC[C@@H]4C(=O)O)C(=O)N23)cc1 (stereo partly specified)	5	5	1	2	2	2	-2	1	3
Cc1cc(C)n(CCNC(=O)c2cc(COc3ccc4ncccc4c3)on2)n1	-1	9	3	-8	0	-2	1	5	7
COC(=O)C1=C(O)/C(=C/c2cccc(OC)c2O)N=C1C	3	-7	1	-2	1	-4	-1	-1	0
COc1ccc2nc(C)cc(N3CCOCC3)c2c1	1	3	2	3	2	8	2	0	1
O=C(NCCc1ccc(Cl)cc1)C1CCN(C(=O)c2ccc(F)cc2)CC1	9	-2	0	8	1	6	-1	7	8
CCCN1CCN(CCCNC(=O)c2cc3c(=O)oc4ccc(C)cc4c3s2)CC1	-8	-8	5	10	5	4	-4	11	1
Cc1nc(CCNC(=O)CC2C(=O)NCCN2CC(C)C)nc2c1CCC2 (stereo unspecified)	1	3	7	10	1	11	-5	0	-4
CN(C)C(=O)COC(=O)c1ccccc1OCC(=O)Nc1ccc(SC(F)F)cc1	11	-2	-3	-3	0	4	2	3	5
COc1ccc(S(=O)(=O)N2CCN(CC(O)CN3CCOCC3)CC2)cc1 (stereo unspecified)	-4	-1	·	1	-2	·	-2	-3	-4
CCOC(=O)c1[nH]c(C)c(C)c1C	1	5	3	1	1	9	3	4	1
Cc1cccc(Nc2c3c(nc4ncnn24)CCC3)c1	0	-12	3	11	-1	-2	2	1	0
Cc1ccc2nc(NC(=O)CC3Oc4ccccc4NC3=O)sc2c1 (stereo unspecified)	-2	1	-3	-5	-4	8	-5	-13	-6
Cc1[nH]c2ccccc2c1C(=O)CSc1ccccc1	0	14	-5	-7	-6	3	-1	-3	3
Cc1ccc(-c2nc(CSCC(=O)NCc3cccnc3)c(C)o2)cc1	-7	5	5	9	-3	-7	-4	2	0
CC1(C)CC(=O)C2=C(C1)OC(N)=C(C#N)C2C1CC=CCC1 (stereo unspecified)	-4	4	2	4	0	-1	0	0	6
COc1ccc(/C=N/NC(=O)c2c(C)nc3ccc(Br)cn23)cc1OC	6	10	2	-1	-1	2	0	5	4
COc1ccc2nc(C)cc(SCC(=O)N/N=C/c3ccccc3)c2c1	-4	12	3	-3	-3	4	12	-3	-3
c1ccc(OCCn2c(-c3ccco3)nc3ccccc32)cc1	9	-5	-6	2	-1	2	-2	-3	9
CN(C)CCCNS(=O)(=O)c1ccc(NC2CCCCCC2)c([N+](=O)[O-])c1	-5	-7	3	-1	4	-11	-3	4	1
COc1ccc(CNC(=O)CCCNC(=O)c2ccc(Cl)cc2)cc1OC	2	2	-1	18	0	-7	3	-5	10
O=C(COc1ccc(Br)cc1)N(CCO)CCO	-6	6	5	0	3	12	5	2	1
COc1ccccc1N=CC1=C(O)CC(c2ccccc2)CC1=O (stereo unspecified)	3	-9	-1	16	-4	1	-2	4	8
CCn1cc(CN2CCCC(C(=O)c3ccc(-c4ccccc4)c(F)c3)C2)cn1 (stereo unspecified)	-2	5	3	-17	2	-3	-2	6	7
Cc1cc(N/C=C2\CCCCC2=O)no1	0	1	-2	4	-3	3	0	2	-1
COc1cccc(NC(=O)CN(c2cccc(C(F)(F)F)c2)S(C)(=O)=O)c1	2	-2	-2	-9	-3	5	-6	-1	2
CCc1cc(C(=O)Nc2nc(-c3ccccn3)cs2)sc1C	1	11	·	8	-6	·	-4	-7	10

Following part
compound	PAFAH2 inh	ZTA counter	GSTO1 counter	PREPL inhibitor	LYPLA1 counter	EBNA-1 inhibitor	PAD4 FP inh	LYPLA2 inh	PAFAH1B3 FP inh
CCN(CC)S(=O)(=O)c1ccc(C)c(NC(=O)CN2C(=O)NC3(CCCC3)C2=O)c1	2	-9	8	7	0	-5	-2	5	-5
CC(C)N(c1ccccc1)c1ccc(NC(=S)NCCN(C)C)cc1	6	3	-3	14	-1	1	-1	4	16
Cc1ccc(-c2nc(N=Nc3ccc(O)cc3)n[nH]2)cc1	4	7	2	2	-1	-1	0	0	7
Cc1cccc(OCC(=O)OCC(=O)N2CCCc3ccccc32)c1C	-4	1	·	-6	-4	·	1	2	6
O=[N+]([O-])c1ccc(C(O)CN2CCN(Cc3ccccc3)CC2)cc1 (stereo unspecified)	-9	3	5	-2	-4	-1	-5	-3	5
COc1ccccc1N1CCN(C(=O)C2CCCO2)CC1 (stereo unspecified)	8	-17	-1	9	4	-6	3	7	2
COc1cc(CCC(=O)N2CCN(c3ccc([N+](=O)[O-])cc3)CC2)cc(OC)c1OC	-4	-7	5	42	2	4	3	2	6
COc1ccc(C(=O)NCS(=O)(=O)c2ccc(C)cc2)cc1	-8	-2	9	-9	3	5	4	3	8
Cc1c(OC(=O)CNC(=O)OC(C)(C)C)ccc2c3c(c(=O)oc12)CCC3	2	2	4	6	3	-8	2	-5	8
C[C@H](NC(=O)c1ccccc1Cl)C(=O)Nc1ccccc1F	-3	10	3	4	-1	6	2	5	3
COc1ccc(NC(=O)C(c2ccccc2)c2ccccc2)c(OC)c1	-1	0	1	-1	1	3	-2	5	-4
COc1cccc(C2NC(=O)c3ccccc3O2)c1OC (stereo unspecified)	12	-7	3	6	2	0	-5	-2	4
C/C(N)=C(/C#N)C(=O)CSc1nn(-c2ccc(Cl)cc2)c(=S)s1	9	-3	5	3	-4	3	-1	4	1
O=C(NCCc1ccc(O)c(O)c1)C1COc2ccccc2O1 (stereo unspecified)	-1	-3	55*	13	-4	-14	-5	-6	7
COc1ccc(S(=O)(=O)NCC(=O)O)cc1C(=O)NC1CCCCC1	-1	4	4	-4	-1	-2	-2	-2	8
COc1ccc(-c2nn3c(-c4ccccc4)nnc3s2)cc1	10	-8	-6	-1	-1	3	3	2	6
COc1ccccc1CN1CC(C(=O)NCc2cc(C(C)C)no2)CCC1=O (stereo unspecified)	-4	5	4	5	-1	2	-3	2	5
COc1ccc2c(CC(=O)Nc3ccccc3OC)coc2c1	1	3	-6	-1	-2	-13	-5	-1	-6
COc1cccc(NC(=O)c2sc3nc4n(c(=O)c3c2C)CCC4)c1	-1	-7	-2	-8	-1	-4	3	10	-5
CCN(CC)C(=S)NCCc1ccccc1	10	-13	2	1	4	-20	2	3	-5
Cc1ccc(CNC(=O)C2c3ccccc3C(=O)N(C)C2c2c[nH]c3ccccc23)o1 (stereo unspecified)	·	-6	22	-13	0	-5	-4	5	·
CS(=O)(=O)Cc1ccc(C(=O)Nc2cccc(-c3nc4ccccc4[nH]3)c2)cc1	-33	-16	-29	12	-17	-2	-3	-27	-20
CCN(CC)C(=O)c1[nH]cnc1C(=O)N[C@@H](C)C(=O)OC(C)(C)C	3	-14	4	-3	-5	-3	-3	7	-1
COc1ccc(C)cc1-n1nnnc1SCc1csc(C)n1	6	-1	-5	-11	-4	-22	-6	-5	9
Cn1nnnc1CCOCCc1nnnn1C	1	14	3	-7	0	1	-2	1	6

Sorted by molar mass (high to low): three of the compounds above
compound	PAFAH2 inh	ZTA counter	GSTO1 counter	PREPL inhibitor	LYPLA1 counter	EBNA-1 inhibitor	PAD4 FP inh	LYPLA2 inh	PAFAH1B3 FP inh
COc1ccc(C)cc1-n1nnnc1SCc1csc(C)n1	6	-1	-5	-11	-4	-22	-6	-5	9
Nc1nnc(SCC(=O)Nc2cccc3ccccc23)s1	-6	0	-1	-3	-5	-22	-3	-2	0
O=c1c2[nH]c3ccccc3c2ncn1CCN1CCCCC1	4	-22	1	-7	1	0	0	-6	-2

Following part:
compound	PAFAH2 inh	ZTA counter	GSTO1 counter	PREPL inhibitor	LYPLA1 counter	EBNA-1 inhibitor	PAD4 FP inh	LYPLA2 inh	PAFAH1B3 FP inh
CCO/N=C(\C)c1c(O)c2ccccc2n(C)c1=O	4	6	-1	4	1	0	2	2	7
Cc1cc(NC(=O)CCC(=O)N(CCc2ccccc2)C(C(=O)NC2CCCC2)c2ccco2)no1 (stereo unspecified)	5	-2	2	6	-4	5	-5	-3	3
COc1cccc(N2CCN(C(=O)c3ccc(CSc4nc5ccncc5[nH]4)cc3)CC2)c1	-8	20	8	10	3	0	-1	31*	10
O=C(NNS(=O)(=O)c1ccccc1)c1ccc(O)cc1	2	-10	8	6	1	12	5	6	3

A portion of the library; count on the stated rates, not on these rows.
